Screening results from PubChem.
esBAF inh – inhibitors of esBAF chromatin remodeling in mouse ES cells; reporter increase, % at 12.5 µM; hit rate 2% among 350,000; AID 602393; Bmi1-luciferase knock-in reporter, 24 h; 100% = twice the neutral-well signal; in the data active = activation above about 40%; inconclusive = no clear call, values can overlap the other calls;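 also: 0% = median of the plate's neutral control wells and 100% = double that signal; a rise in the Bmi1 reporter signal indicates esBAF inhibition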
RAD54 branch – inhibitors of human RAD54 branch migration; RAD54 Holliday junction branch migration, FAM/BHQ fluorescence; AID 602329; hit rate 0.14% among 360,000; Q92698; inhibition, % at 10.4 µM;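 active = mean normalized replicate activity at least 40 and at least half of replicates scoring 40 or more; inconclusive = only one of the two criteria met; inactive = mean below 40 and under half of replicates reaching 40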;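 also: 0% = median of neutral control wells and 100% = median of positive control wells; inhibitors cause a drop in the FAM fluorescence signal; in these data hits start at about 50%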
ARNT TACC3 PPI – disrupts binding between human ARNT and TACC3; AID 623870; AlphaScreen His-ARNT PAS-B/GST-TACC3 binding, luminescence; TACC3 fragment carries E629A point mutation; hit rate 0.66% among 390,000; inhibition, % at 9.99 µM; Q9Y6A5;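 active = mean inhibition of replicates at least 50% and at least half of replicates each reaching 50%; inconclusive = half or more replicates reach 50% but mean below 50%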;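 also: 0% = complete ARNT plus TACC3 wells and 100% = ARNT alone without TACC3; many hits fall short of the cut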
RAD52 inh – inhibitors of human RAD52 DNA annealing; P43351; hit rate 0.46% among 360,000; AID 651710; inhibition, % at 18.7 µM; recombinant RAD52 DNA annealing, FRET fluorescence;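 active = every replicate showing at least 50% inhibition; inconclusive = mean inhibition at least 50% but not in every replicate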
PglD DTNB – inhibitors of Campylobacter jejuni PglD acetyltransferase; purified PglD enzyme, DTNB colorimetric CoA detection; inhibition, % at 12.5 µM; hit rate 0.098% among 360,000; AID 602405; in the data active = inhibition above about 16%, passing the limit was not always enough; inconclusive = no clear call, values can overlap the other calls; also: strong numbers were not always called active
Casp6 inh – inhibitors of human caspase-6; P55212; purified caspase-6, Z-VEID-R110 cleavage fluorescence; inhibition, % at 12.5 µM; hit rate 0.53% among 350,000;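 active = mean inhibition across replicates at least about 35%, with every replicate also reaching that limit, limit read from the data; inconclusive = only one of the two criteria met; inactive = neither criterion met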;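 also: 0% = median of neutral control wells and 100% = no fluorescence left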
ERp5 block – ERp5 (human) disulfide isomerase inhibition | inhibition, % at 9.99 µM | Q15084 | hit rate 0.05% among 350,000 | ERp5 insulin aggregation, absorbance 650 nm, 90 min;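 active = mean replicate inhibition above about 25%, with every replicate also reaching it, limit read from the data, passing the limit was not always enough; inconclusive = only one of those two criteria met; inactive = neither criterion met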
Target sequence (Q15084 whole entry, looked up): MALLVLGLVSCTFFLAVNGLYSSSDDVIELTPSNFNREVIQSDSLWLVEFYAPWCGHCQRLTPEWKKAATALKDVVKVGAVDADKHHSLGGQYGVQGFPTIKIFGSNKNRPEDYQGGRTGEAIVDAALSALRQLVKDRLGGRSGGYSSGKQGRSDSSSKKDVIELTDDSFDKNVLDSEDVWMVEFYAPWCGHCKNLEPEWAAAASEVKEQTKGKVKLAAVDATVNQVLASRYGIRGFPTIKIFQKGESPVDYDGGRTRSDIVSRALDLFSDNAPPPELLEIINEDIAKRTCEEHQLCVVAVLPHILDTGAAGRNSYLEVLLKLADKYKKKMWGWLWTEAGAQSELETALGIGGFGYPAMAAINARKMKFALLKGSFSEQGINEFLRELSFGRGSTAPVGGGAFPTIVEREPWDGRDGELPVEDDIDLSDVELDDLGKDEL
E-selectin induc – induces E-selectin expression in human endothelial cells. P16581. HUVEC E-selectin immunofluorescence imaging; normalized: neutral wells 0, TNF-alpha wells 100. activation, % at 7.58 µM. hit rate 0.37% among 260,000;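 active = mean E-selectin-positive cell signal at least 10% of the positive control, reached in at least 60% of replicates, without over 20% cell loss; inconclusive = no rule given, readout overlaps actives, possibly toxicity-flagged; inactive = the rest, including those meeting only one limit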;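 also: in these data hits start at about 27%; measured in HUVEC primary endothelial cells; signal is the percent of cells scored E-selectin positive by PE staining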
Target sequence (P16581 whole entry, looked up): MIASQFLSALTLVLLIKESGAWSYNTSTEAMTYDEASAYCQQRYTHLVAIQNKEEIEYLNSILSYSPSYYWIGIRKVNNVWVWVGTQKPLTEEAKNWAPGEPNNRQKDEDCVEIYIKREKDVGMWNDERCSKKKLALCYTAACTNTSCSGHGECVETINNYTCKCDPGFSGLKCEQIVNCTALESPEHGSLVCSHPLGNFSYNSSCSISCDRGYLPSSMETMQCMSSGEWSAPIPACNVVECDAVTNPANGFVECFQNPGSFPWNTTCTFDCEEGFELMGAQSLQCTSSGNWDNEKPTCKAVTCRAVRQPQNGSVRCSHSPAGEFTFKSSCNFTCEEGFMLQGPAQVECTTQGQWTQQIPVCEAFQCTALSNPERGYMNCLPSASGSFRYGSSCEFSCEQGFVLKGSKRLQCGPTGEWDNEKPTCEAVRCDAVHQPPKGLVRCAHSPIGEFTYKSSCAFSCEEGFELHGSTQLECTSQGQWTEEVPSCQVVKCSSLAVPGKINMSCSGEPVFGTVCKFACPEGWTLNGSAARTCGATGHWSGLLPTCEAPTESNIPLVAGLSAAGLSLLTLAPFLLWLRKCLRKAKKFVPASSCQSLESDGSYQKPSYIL
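System: HUVEC, human umbilical vein endothelial cells; quantity: 3,000 cells/well; buffer or medium: EGM-2 medium, gelatin-coated wells; dosing: single-point compound dose; detection: immunofluorescence imaging; evaluation: % PE-positive cells; benchmarks: TNF-alpha, DMSO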
Active calls of the source: *; u = inconclusive; x = no result given.

SMILES	esBAF inh	RAD54 branch	ARNT TACC3 PPI	RAD52 inh	PglD DTNB	Casp6 inh	ERp5 block	E-selectin induc
C[C@H]1CCCCO[C@@H](CN(C)Cc2ccc3c(c2)OCO3)[C@@H](C)CN([C@@H](C)CO)C(=O)c2cc(NS(C)(=O)=O)ccc2O1	-1.9	7.1	-3.7	6.9	0.0	-6.1	-0.5	-0.2
COc1ccc(NC(=O)C(OC(=O)Cn2cnc3c2c(=O)n(C)c(=O)n3C)c2ccccc2)cc1Cl (centres undefined)	3.8	-1.8	-6.8	-12.7	2.4	-1.0	-3.0	x
O=C(C[C@@H]1CC[C@@H]2[C@H](COC[C@@H](O)CN2Cc2nccs2)O1)NCc1ccc(Oc2ccccc2)cc1	17.7	2.4	x	-0.4	0.0	0.1	-3.2	0.0
COc1ccc2c3c(n(C)c2c1)[C@H](CO)N(C(=O)C1CCCC1)CC31CCN(C(=O)CN(C)C)CC1	x	x	x	9.0	x	-4.4	-3.7	-0.2
Cc1ccc(S(=O)(=O)N[C@@H]2CC[C@@H](CCn3cc(C(C)C)nn3)O[C@H]2CO)cc1	-3.2	-3.1	-2.5	6.8	-2.4	1.2	9.9	-0.4
CC1CCCCC1NC(=O)CCCCCn1c(=S)[nH]c2ccccc2c1=O (centres undefined)	x	x	-4.7	-41.4	x	-1.3	5.8	9.4
O=C(Nc1ccn(CCCN2CCN(c3ccccn3)CC2)c(=O)n1)OCc1ccccc1	1.7	-10.7	4.9	-5.7	-8.8	1.5	-4.4	-0.7
C[C@@H](NC(=O)C[C@H]1CC[C@H](NC(=O)C2CCOCC2)[C@@H](CO)O1)c1ccccc1	0.1	-8.4	-5.4	5.0	-0.1	-4.8	-0.3	0.2
CC(C)(C)n1nnnc1C(c1ccc(C(F)(F)F)cc1)N(Cc1ccc(F)cc1)Cc1ccco1 (centres undefined)	-8.0	-4.4	-5.6	x	-2.6	x	x	x
COc1cc(/C=C/C(=O)O)cc(S(=O)(=O)Nc2ccccc2C(=O)NCCc2ccccc2)c1OC	21.4	-14.3	-2.0	-19.7	-2.8	8.8	-0.4	x
COc1ccc2oc(=O)c(/C(C)=N/Nc3ccccc3)cc2c1	x	x	x	-4.8	x	8.0	-0.8	2.0
O=C(O)CC(c1cccc([N+](=O)[O-])c1)N1Cc2ccccc2C1=O (centres undefined)	x	x	-11.8	-5.0	x	2.9	-0.3	0.9
Cc1nc2ccccc2c2oc(C(=O)NCCN3CCCCC3C)cc12 (centres undefined)	0.8	52.4*	5.5	-5.3	-3.4	-13.2	1.1	4.4
CC(C)CN(C(=O)CSc1nnc(-c2cccs2)n1C1CC1)C1CCS(=O)(=O)C1 (centres undefined)	1.4	1.6	x	-3.7	-5.0	-0.4	-0.1	-0.1
C[C@@H]1CN([C@H](C)CO)S(=O)(=O)c2ccc(C#C[C@@H](C)O)cc2O[C@H]1CN(C)C(=O)c1ccccc1	-3.7	-8.4	-6.1	-2.0	-1.2	1.6	5.4	-0.3
COC(=O)c1cccc(Nc2ncnc3ccc(C)cc23)c1	-1.3	-0.1	-3.4	-18.6	-0.2	-4.3	u	x
CCCC#Cc1ccc2c(c1)O[C@H](CN(C)S(C)(=O)=O)[C@H](C)CN([C@@H](C)CO)S2(=O)=O	-4.7	0.2	-5.1	9.6	-0.9	0.5	7.2	0.3
COCCC(=O)N1CCC(Oc2ccc(C(=O)N3C[C@@H](C)O[C@@H](C)C3)cc2)CC1	x	-21.9	-1.9	-13.7	-2.8	-1.2	3.7	-0.2
CCSc1nnc(NC(=O)CSc2nnc(CNC(=O)c3ccc(OC)c(OC)c3)o2)s1	x	x	11.6	-23.7	x	0.8	u	0.0
CCN(C(=O)CSc1nc2ccccc2[nH]1)C1CCS(=O)(=O)C1 (centres undefined)	-4.3	-3.7	-0.5	-15.0	2.7	0.3	-9.3	x
COc1ccc2c3c([nH]c2c1)[C@@H](CO)N(C(=O)C1CCC1)CC31CN(Cc2nccs2)C1	x	x	x	-0.2	x	-3.6	-3.6	-0.2
C[C@@H]1CN([C@H](C)CO)C(=O)c2cc(NS(=O)(=O)c3ccc(Cl)cc3)ccc2O[C@H]1CN(C)S(=O)(=O)c1ccccc1	5.2	-5.6	-0.7	x	6.7	x	x	-0.1
Cc1ccccc1-n1c(C)c(C#N)c(=O)c(-[n+]2ccccc2)c1[S-]	x	x	-6.2	-6.1	x	2.3	-4.3	x
COc1nc(=O)n(C2CCCO2)cc1C (centres undefined)	x	x	1.2	-2.4	x	-3.3	0.2	x
O=C(C1CCN(S(=O)(=O)c2cccs2)CC1)N1CCN(c2ccccc2O)CC1	4.2	0.2	1.1	-17.6	0.6	1.6	1.6	x
O=C(C1CCN(C2CCN(Cc3ccc4cc(F)ccc4n3)CC2)CC1)N1CCCC1	x	x	0.9	-42.5	x	-5.0	-4.2	x
COCCn1c(-c2ccc(Br)cc2)nc2oc3cc(OC)ccc3c(=O)c2c1=O	x	-12.0	x	-8.4	6.0	1.7	4.2	x
Cc1noc(C)c1S(=O)(=O)Nc1cccc2c1O[C@H](CN(C)Cc1ccccc1)[C@H](C)CN([C@@H](C)CO)C2=O	3.2	-5.5	0.6	-36.6	0.5	0.3	-1.1	0.2
Cn1cc(S(=O)(=O)NC2CCCC2)c(=O)n(C)c1=O	3.2	-5.7	-1.3	-9.8	0.0	0.0	-3.3	x
Cc1cc(OC(C)C(=O)NCc2cccnc2)c2c(C)c(Cc3ccccc3)c(=O)oc2c1 (centres undefined)	0.3	-3.3	1.8	-7.8	-6.5	1.7	-3.7	5.4
CCOC(=O)c1c(N)c(C#N)cn1-c1ccccc1	0.2	1.3	-4.6	x	2.1	x	x	x
Cc1ccc2ccc(S(=O)(=O)NCc3ccccn3)cc2c1	38.6	-0.6	10.2	-27.5	-10.3	1.9	-2.9	-0.1
O=C(c1ccccc1)N1C[C@@H]2[C@H](c3ccccc31)[C@H](CO)N2Cc1cocn1	2.6	3.0	0.2	-8.0	3.3	0.0	0.9	0.1
COc1ccc(S(=O)(=O)N2CCCCN3[C@@H](CO)[C@H](c4ccc(C5=CCCC5)cc4)[C@@H]3C2)cc1	-4.5	-6.9	3.9	-18.0	-5.1	0.8	-0.3	-0.2
Cc1cccc(-c2ccc3c(c2)C2CC3CCN2Cc2ccc3c(c2)OCO3)c1 (centres undefined)	-10.1	3.8	1.0	-6.0	5.3	0.8	1.3	-0.4
CC(C(=O)NCCc1ccc(F)cc1)N1CCN(Cc2ccccc2)CC1 (centres undefined)	-3.7	-0.6	-0.2	-5.2	0.1	0.4	0.4	-0.1
Cc1ccc(-c2nc(NC(=O)CSc3nnnn3-c3ccccc3)ns2)cc1	83.5*	0.4	-4.8	x	-1.7	x	x	x
O=C(COC(=O)c1ccc(O)cc1)Nc1ccc(OC(F)F)cc1	-2.1	7.5	-10.5	0.8	-0.4	9.9	-4.1	0.1
C/C(=C\C(=O)OCC(=O)NCc1ccccc1)C(=O)OCC(=O)NCc1ccccc1	1.6	-4.8	9.6	x	1.2	x	x	x
Cc1ccc2c(c1)C(c1ccc(F)cc1)N(C(=O)c1cc3ccccc3oc1=O)CC(=O)N2 (centres undefined)	-1.3	3.3	2.9	0.5	-3.2	-0.2	4.8	0.2

Another view of some results above.
| Structure | esBAF inh | RAD54 branch | ARNT TACC3 PPI | RAD52 inh | PglD DTNB | Casp6 inh | ERp5 block | E-selectin induc |
| --- | --- | --- | --- | --- | --- | --- | --- | --- |
| CC(C)(C)n1nnnc1C(c1ccc(C(F)(F)F)cc1)N(Cc1ccc(F)cc1)Cc1ccco1 (centres undefined) | -8.0 | -4.4 | -5.6 | x | -2.6 | x | x | x |
| Cc1cc(OC(C)C(=O)NCc2cccnc2)c2c(C)c(Cc3ccccc3)c(=O)oc2c1 (centres undefined) | 0.3 | -3.3 | 1.8 | -7.8 | -6.5 | 1.7 | -3.7 | 5.4 |

(list continues)
SMILES	esBAF inh	RAD54 branch	ARNT TACC3 PPI	RAD52 inh	PglD DTNB	Casp6 inh	ERp5 block	E-selectin induc
CSc1ccc(/C=C/C(=O)NC(=O)c2ccccc2O)cc1	x	5.1	0.4	-18.1	-1.5	1.3	4.8	-1.5
O=C(O)[C@H]1[C@H](CO)[C@H]2Cn3c(ccc(C4=CCCCC4)c3=O)[C@H]2N1Cc1ccc2c(c1)OCO2	4.7	1.3	-1.3	1.7	-1.2	2.0	1.8	0.1
CCc1ccc(NC(=O)/C(C#N)=C/c2ccncc2)cc1	2.7	-6.7	-27.9	-0.4	5.4	-1.2	3.2	0.1
Cc1nc2oc3c(NCc4ccccc4)ncnc3c2c2c1COC(C)(C)C2	21.5	-2.2	7.0	x	-0.8	x	x	x
COCC(=O)N(C)C[C@H]1Oc2cc(Br)ccc2S(=O)(=O)N([C@@H](C)CO)C[C@H]1C	-0.9	-0.9	-9.0	-5.9	3.8	2.1	-6.0	-0.6
O=Cc1ccc([B-](F)(F)F)o1	x	x	x	-4.3	x	24.4	2.1	0.0
O=C(NC1CCCC1)[C@@H]1[C@@H](CO)[C@@H]2Cn3c(ccc(-c4ccc(F)cc4)c3=O)[C@H]1N2Cc1cocn1	-2.0	1.1	-1.4	-11.1	-2.3	3.2	9.3	0.2
COc1ccc(N(CC(=O)NCCSc2ccccc2)S(=O)(=O)c2ccccc2)cc1OC	x	0.2	3.5	-12.1	4.6	2.7	3.2	-0.6
Nc1ccc(-c2cnc(-c3ccc(N)cc3)nc2)cc1	-58.3	-11.5	-7.3	x	30.9*	x	x	x
O=C(O)CC(c1ccccc1)N1C(=O)c2ccccc2C1=O (centres undefined)	x	x	-9.7	-6.1	x	1.5	2.0	x
CN(Cc1cncnc1)C[C@@H]1N[C@H](CO)[C@@H]1c1ccc(-c2ccc(C#N)cc2)cc1	x	x	x	-72.0	x	-5.3	3.6	-0.1
COc1ccc(Cc2n[nH]c(=S)n2-c2ccc3c(c2)OCCO3)cc1	x	x	-2.1	-10.7	x	3.4	4.2	x
CCCNC(=O)Nc1ccc2c(c1)C(=O)N(C)[C@H]1CC[C@H](CC(=O)OC)O[C@H]1CO2	-0.3	-0.6	4.5	-0.4	-2.8	2.7	-2.4	0.0
O=C1c2cccc3cccc(c23)C(=O)C1(O)O	x	3.7	9.1	-8.3	5.1	17.2	-2.8	x
COc1ccc(Nc2cc3n(c(=O)n2)CCc2cc(OC)c(OC)cc2-3)cc1	11.0	22.2	63.1*	8.3	-4.6	4.5	5.4	x
COC(=O)CN1C(=O)CC(C)(C)Sc2ccccc21	0.8	-6.2	-7.1	-1.4	-1.0	-3.5	2.4	-0.2
COc1ccc(OCc2nnc(SCC(N)=O)n2N)cc1	-3.1	6.3	-7.1	x	5.8	x	x	x
COc1ccccc1-c1cnc2c(c1)C(=O)N([C@@H](C)CO)C[C@@H](C)[C@H](CN(C)C(=O)CC1CC1)O2	1.7	7.6	7.5	9.7	2.4	0.0	-0.9	-0.1
O=[N+]([O-])c1ccc(Oc2ccc(C(F)(F)F)cn2)cc1	x	x	x	-9.7	x	-0.2	-2.0	-0.1
Cc1ccc(NC(=O)C(=O)NCCc2c[nH]c3ccccc23)cc1C	x	x	4.7	-9.4	x	-2.7	-4.0	x
O=C(CN1C(=O)NC2(CCOc3ccccc32)C1=O)c1ccc[nH]1 (centres undefined)	-2.2	-22.6	x	-13.4	-0.6	12.5	2.6	1.6
Cc1ccc(S(=O)(=O)Nc2cccc3c2O[C@H](CN(C)C(=O)Nc2ccc(C(F)(F)F)cc2)[C@H](C)CN([C@H](C)CO)C3=O)cc1	2.8	4.8	-21.6	5.2	0.9	-0.2	-2.8	0.1
